High-throughput results (PubChem)
FUS yeast rescue = qHTS for Suppressors of FUS Proteinopathy: Primary screen using FUS-linked yeast assay. S. cerevisiae FUS-expressing, growth rescue, OD600, 24 h. Potency, µM (doses to about 76.6 µM), for inactives: at the highest dose growth rescue (activation), actives largely listed as activators. 390,000 compounds, 0.24% hits. AID 1347120, 2019;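 further: potency means the concentration at half of the fitted maximal effect; plate controls were DMSO vehicle for no effect and reference control for full effect; nearly all actives have a fitted effect of over 55% in size; some results filed as inactive show a strong effect at the top dose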
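Galactose (2%) drives FUS expression in yeast precultured in raffinose; seeding density OD 0.005. Test compounds incubated 24hr at 30C and 99% humidity before absorbance at 600 nm was measured.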
Abeta rescue = qHTS for compounds that reverse cellular toxicity of Amyloid beta (A-beta) peptide in yeast: Primary Screen; AID 1347071, 2019; Potency, µM (top dose mostly 46.1 µM), without a hit: at the highest dose growth rescue, actives largely listed as activators; yeast expressing A-beta42, growth rescue, OD600, 48 h; response scale: 0% DMSO, 100% iron-clioquinol control; 410,000 compounds, 0.063% hits; further: potency means the concentration at half of the fitted maximal effect; nearly all actives have a fitted effect of over 55% in size
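Growth rescue measured by 600 nm absorbance after 48 h yeast culture at 30 C with compound. Values normalized between DMSO and an equimolar ferric chloride plus clioquinol control.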
TDP43 rescue = qHTS of TDP-43 Inhibitors | TDP-43 expressing yeast growth rescue, BacTiter-Glo, 24 h | Potency, µM (titrated, usually from 46.1 µM), for inactives: top-dose growth rescue (activation), most hits filed as activators | 410,000 compounds, 1.8% hits | AID 652104, 2013; further: potency means the concentration at half of the fitted maximal effect; % of control where 0% means no effect; nearly all actives have a fitted effect of over 50% in size
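In this qHTS, compounds that restore growth of yeast expressing TDP-43 appear as activators. Cells (OD600=0.02, galactose medium, raffinose-pregrown) are incubated with compound 24 hr at 30 deg C and growth is quantified by BacTiter-Glo.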
DRD3 agonist = qHTS of D3 Dopamine Receptor Agonist: qHTS | AID 652048, 2013 | 410,000 compounds, 0.58% hits | max activation, % | D(3) dopamine receptor (Homo sapiens), P35462 | D3R DiscoveRx beta-arrestin cells, luminescence, 90 min; in the data active means max activation above about 30%; further: 0% is about no effect; mostly tested at two doses, the higher about 12 µM
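Agonist mode: compounds and dopamine controls were applied to plated cells for 90 min at 37 degrees C after an overnight attachment at 1500 cells/well. Luminescent read-out followed 30 - 60 minutes at room temperature with DiscoveRx detection reagent.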
EPAC2 ag = qHTS for Agonist of cAMP-regulated guanine nucleotide exchange factor 4 (EPAC2): primary screen; Rap guanine nucleotide exchange factor 4 (Homo sapiens), Q8WZA2; EPAC2 activation, biochemical qHTS; response scale: 100% = 6.5 mM cAMP response; Potency, µM (series often up to 154 µM), for the others: top-dose activation, hits mostly activators; 360,000 compounds, 0.079% hits; AID 720711, 2013; further: potency means the concentration at half of the fitted maximal effect; nearly all actives have a fitted effect of over 50% in size
Target sequence (Q8WZA2 whole entry, looked up): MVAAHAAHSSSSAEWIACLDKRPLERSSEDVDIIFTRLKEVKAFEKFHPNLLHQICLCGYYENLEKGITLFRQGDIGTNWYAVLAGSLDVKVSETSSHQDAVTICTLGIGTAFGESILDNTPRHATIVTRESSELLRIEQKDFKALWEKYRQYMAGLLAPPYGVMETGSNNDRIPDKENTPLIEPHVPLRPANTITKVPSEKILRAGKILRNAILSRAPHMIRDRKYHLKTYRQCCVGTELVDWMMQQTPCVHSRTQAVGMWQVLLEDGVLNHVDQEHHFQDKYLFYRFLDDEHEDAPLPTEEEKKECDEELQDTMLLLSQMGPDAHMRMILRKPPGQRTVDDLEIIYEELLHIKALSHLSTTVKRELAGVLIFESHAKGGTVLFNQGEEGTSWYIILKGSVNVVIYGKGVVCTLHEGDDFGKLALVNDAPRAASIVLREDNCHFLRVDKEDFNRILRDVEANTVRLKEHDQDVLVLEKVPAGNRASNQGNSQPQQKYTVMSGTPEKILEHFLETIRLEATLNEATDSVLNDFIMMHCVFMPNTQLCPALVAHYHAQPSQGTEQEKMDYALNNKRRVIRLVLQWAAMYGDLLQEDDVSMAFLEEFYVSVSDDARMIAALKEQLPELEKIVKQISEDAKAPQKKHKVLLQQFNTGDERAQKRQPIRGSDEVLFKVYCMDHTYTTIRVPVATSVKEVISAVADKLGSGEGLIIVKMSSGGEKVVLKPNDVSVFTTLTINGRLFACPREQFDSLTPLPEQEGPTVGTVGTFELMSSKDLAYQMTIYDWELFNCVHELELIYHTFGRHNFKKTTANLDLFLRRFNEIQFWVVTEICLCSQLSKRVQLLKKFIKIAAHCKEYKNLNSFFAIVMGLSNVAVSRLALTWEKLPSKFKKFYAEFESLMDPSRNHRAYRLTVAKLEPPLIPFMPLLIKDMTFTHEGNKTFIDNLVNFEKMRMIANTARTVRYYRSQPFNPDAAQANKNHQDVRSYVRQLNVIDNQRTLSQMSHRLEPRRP
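Each well held 100 nM EPAC2, 250 nM RAP1B-BODIPY-GDP and 50 uM GDP. Fluorescence, read at 5-min intervals to 30 min, was referenced to a 6.5 mM cAMP positive control.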
EPAC2 antagonist = qHTS for Antagonist of cAMP-regulated guanine nucleotide exchange factor 2 (EPAC2): primary screen | Potency, µM (titrated, usually from 114 µM), without a hit: top-dose activity, negative = inhibition, actives largely listed as inhibitors | Rap guanine nucleotide exchange factor 4 (Homo sapiens), Q8WZA2 | 360,000 compounds, 0.18% hits | EPAC2 GEF exchange of Rap1B-BODIPY-GDP, fluorescence; further: potency means the concentration at half of the fitted maximal effect; on the % scale 0 is the no-effect control and ±100 the full control effect; nearly all actives have a fitted effect of over 45% in size; many of its hits are not listed in these tables
aSyn yeast inh = qHTS of alpha-syn Inhibitors | Yeast expressing alpha-synuclein, growth rescue, BacTiter-Glo, 24 h | Potency, µM (highest dose often 46.1 µM), for the others: top-dose growth rescue (activation), most hits filed as activators | 370,000 compounds, 0.14% hits | AID 652106, 2013; further: potency means the concentration at half of the fitted maximal effect; % of control where 0% means no effect; nearly all actives have a fitted effect of over 65% in size
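Screening used galactose-induced yeast with toxic alpha-synuclein levels, exposed to compound for 24 hr at 30 deg C. Cell growth, read with BacTiter-Glo luminescence, gave the measured signal.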
D3 antag = qHTS of D3 Dopamine Receptor Antagonist: qHTS. D(3) dopamine receptor (Homo sapiens), P35462. D3R cells, DiscoveRx beta-arrestin luminescence, antagonist mode; hits give low values. max response, negative = inhibition, %. 360,000 compounds, 2.5% hits; in the data active means max response below about -50%; inconclusive means no clear call, values can overlap the other calls; further: on the % scale 0 is the no-effect control and ±100 the full control effect; mostly tested at two doses, the higher about 12 µM
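Cells plated overnight at 1500 cells/well, then exposed to library compounds with dopamine controls for 90 minutes at 37 degrees C. DiscoveRx reagent added for 30–60 minutes at room temperature; luminescence read, quantitative HTS format.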
* hit, by the source's call; ? = inconclusive; . = no result given; [ ] = remark or other dose. Unless noted, the call rests on the fitted dose curve; in most records, active means well fitted curve in the direction sought with a large enough effect; inconclusive means small, poorly fitted or top-dose-only effect, or another doubt; inactive means no such curve, though single readings can be large; an effect the other way counts as inactive or inconclusive. Not all compounds are listed (hit frequency here may not be typical).

Every second line gives: FUS yeast rescue | Abeta rescue | TDP43 rescue | DRD3 agonist | EPAC2 ag | EPAC2 antagonist | aSyn yeast inh | D3 antag
CN1CCN(C2=C(Cl)C(=O)N(c3ccc(Cl)cc3)C2=O)CC1
    ? | -12.5% | -3.7% | 4.7 | 8.1% | 9.3% | -1.0% | -82.6*
CCCSc1nnc2nc(C)cc(C)n12
    -14.4% | -15.1% | -7.1% | 0.3 | 10.5% | 3.0% | -4.3% | 0.0
CC1CN(C(=O)CCc2ccccc2)C(C)CN1C(=O)CCc1ccccc1 (stereo unspecified)
    14.6% | 4.2% | -0.6% | -2.6 | -0.2% | -2.9% | 12.8% | 17.6
COc1cccc(-c2ccc3c(c2)C2CC3CCN2C(=O)c2ccc(Cl)cc2)c1 (stereo unspecified)
    40.6% | -0.5% | 7.6% | 17.9 | -2.5% | 3.0% | 0.1% | 0.0
Cc1ccnc(NC(=O)c2ccc(S(=O)(=O)N3CCC(C)CC3)cc2)c1
    27.6% | -1.5% | -6.9% | -1.4 | 4.0% | 2.4% | -1.7% | -5.2
CC(=O)c1cccc(CN2CCCC(CCC(=O)NCc3ccc(F)c(F)c3)C2)c1 (stereo unspecified)
    -1.7% | 5.6% | ? | -6.2 | 15.9% | -0.6%[57.1 µM] | -4.7% | -5.1
O=C(NCc1ccccc1)C(=O)NCC(c1ccco1)S(=O)(=O)c1ccccc1 (stereo unspecified)
    -1.3% | -8.9% | 4.2% | -8.8 | . | . | . | .
Cc1ccccc1NC(=O)OCCN1CCN(Cc2ccccc2)CCC1=O
    -12.5% | 7.8% | 18.7% | -1.6 | 5.8% | -8.2% | -1.0% | 14.6
Cc1nc2ccc(NC(=O)C3CCN(S(=O)(=O)c4cccs4)CC3)cc2s1
    ? | 12.6% | ? | -1.9 | 8.8% | -16.3% | -1.1% | -22.4
CCCSc1nc(C)c(C(C)=O)cc1C#N
    . | 6.1% | ? | 0.3 | -1.5% | 4.1% | -5.0% | 0.0

Reformatted as labelled records: entries from further up.
canonical_smiles: CCCSc1nnc2nc(C)cc(C)n12
  FUS yeast rescue = -14.4%	Abeta rescue = -15.1%	TDP43 rescue = -7.1%	DRD3 agonist = 0.3	EPAC2 ag = 10.5%	EPAC2 antagonist = 3.0%	aSyn yeast inh = -4.3%	D3 antag = 0.0

canonical_smiles: CC1CN(C(=O)CCc2ccccc2)C(C)CN1C(=O)CCc1ccccc1 (stereo unspecified)
  FUS yeast rescue = 14.6%	Abeta rescue = 4.2%	TDP43 rescue = -0.6%	DRD3 agonist = -2.6	EPAC2 ag = -0.2%	EPAC2 antagonist = -2.9%	aSyn yeast inh = 12.8%	D3 antag = 17.6

canonical_smiles: COc1cccc(-c2ccc3c(c2)C2CC3CCN2C(=O)c2ccc(Cl)cc2)c1 (stereo unspecified)
  FUS yeast rescue = 40.6%	Abeta rescue = -0.5%	TDP43 rescue = 7.6%	DRD3 agonist = 17.9	EPAC2 ag = -2.5%	EPAC2 antagonist = 3.0%	aSyn yeast inh = 0.1%	D3 antag = 0.0

(further entries)
Every second line gives: FUS yeast rescue | Abeta rescue | TDP43 rescue | DRD3 agonist | EPAC2 ag | EPAC2 antagonist | aSyn yeast inh | D3 antag
O=C(CCCN1C(=O)C2CC=CCC2C1=O)Nc1cccc(F)c1 (stereo unspecified)
    . | 5.4% | 3.7% | 7.1 | 0.8% | 7.7% | 6.8% | 3.2
CC(=O)NC(Cc1c[nH]c2ccccc12)C(=O)NCc1ccc2c(c1)OCO2 (stereo unspecified)
    21.5% | 6.9% | -21.6% | -12.0 | 14.2% | -3.1% | -3.8% | 11.3
C=CCN(C(=O)c1csnn1)C(C(=O)NCc1ccc(F)cc1)c1ccccc1F (stereo unspecified)
    5.7% | 10.3% | 7.1% | 0.8 | 8.3% | -2.9% | 2.6% | 16.6
Cc1ccc(C(=O)C(C)OC(=O)Cc2c[nH]c3ccccc23)cc1 (stereo unspecified)
    24.8% | -12.4% | ? | 0.7 | 23.2% | -23.0% | 10.6% | -25.3
COC(=O)c1ccc2cc(OC)cc([N+](=O)[O-])c2n1
    . | -11.7% | 0.9% | -11.9 | 9.7% | 8.0% | -0.2% | -12.4
COc1ccc(CCNC(=O)COC(=O)c2ccccn2)cc1
    14.8% | 4.0% | -17.6% | 12.0 | -1.2% | 28.7% | -1.8% | 4.7
CC(=O)c1ccc(NC(=O)c2cc(CC(C)C)nc3ccccc23)cc1
    -12.1% | 7.1% | 23.6% | 9.3 | 9.9% | 4.9% | -2.1% | 0.7
Cc1ccc2sc(N(CCCN(C)C)C(=O)c3ccco3)nc2c1C
    -5.0% | -6.4% | 2.0% | -14.2 | . | . | . | .
CCOC(=O)C(C(=O)OCC)C1CCS(=O)(=O)C1 (stereo unspecified)
    0.3% | 5.3% | -7.5% | 0.8 | 2.0% | -11.9% | -3.5% | -17.8
COC(=O)c1cncc(C)c1
    -32.8% | -1.5% | -3.6% | -2.2 | -2.2% | 2.0% | -5.6% | -16.3
COC(CNc1ncnc2sc(-c3ccccc3)cc12)OC
    2.8% | -18.7% | ? | 1.0 | 13.5% | -12.1% | 11.5% | 12.6
Cc1ccc(NC(=O)c2cc(-c3ccccc3)nn2-c2ccccc2)cc1
    . | 0.0% | -18.4% | -19.3 | 0.5% | 10.7% | -7.2% | 0.0
Cc1ccc(C(=O)COC(=O)c2cccs2)cc1
    22.9% | 1.6% | 4.6% | 2.8 | 10.3% | -1.5% | -1.6% | -18.9
Cc1sc2nc(CSCC(=O)Nc3ccccc3C#N)[nH]c(=O)c2c1C
    . | 0.4% | -4.4% | -2.4 | 7.5% | -6.5% | 0.8% | -2.3
O=C(Cn1cnc2ccccc2c1=O)NCC(=O)N1CCN(Cc2ccc3c(c2)OCO3)CC1
    -10.2% | 4.2% | 8.1% | 4.2 | 12.1% | 19.5% | -9.9% | 14.0
Cc1ccc(-n2nc3c(=O)n(CC(=O)NCCc4ccccc4C)nc(C)c3c2C)cc1
    -17.5% | -6.1% | -5.0% | -2.0 | -4.7% | 11.4% | -0.5% | -16.7
Cc1cccc(NC(=O)c2sc(C)nc2C)c1
    8.5% | 1.4% | 17.0% | -1.1 | -1.8% | -0.7% | 2.3% | 10.8
COc1ccc(-c2ocnc2C(=O)Nc2ccc(N3CCOCC3)cc2N2CCOCC2)cc1OC
    ? | 9.3% | ? | 6.4 | 5.0% | -10.8% | 1.3% | 11.4
O=c1[nH]c2cccnc2n(CCNc2ncc(C(F)(F)F)cc2Cl)c1=O
    8.9% | 10.5% | -5.1% | 7.0 | 0.7% | -7.5% | -4.7% | -2.5
COC(=O)/C(=C/c1ccco1)NC(=O)c1ccc(Br)o1
    -5.6% | 15.7% | -13.0% | 10.8 | 7.5% | 5.9% | 0.7% | 3.8
Cc1ccccc1C(=O)Nc1nnc(S(=O)(=O)N2CCCc3ccccc32)s1
    -5.8% | -7.6% | 8.4% | -4.3 | . | . | . | .
CC1(C)OC2CCN3C(C(O)COS3(=O)=O)C2O1 (stereo unspecified)
    -11.2% | -5.2% | 7.4% | 13.6 | 6.0% | -0.3% | 3.0% | 25.4
Cc1c(NCc2nc3ccccc3[nH]2)c(=O)n(-c2ccccc2)n1C
    12.0% | -3.8% | -19.4% | -2.0 | 7.6% | 1.7% | 3.1% | -0.3
COc1cccc(N2CCN(C(=O)c3c(C)nn(-c4ccccc4)c3C)CC2)c1
    5.8% | 12.2% | 18.2% | 2.9 | -4.6% | 5.5% | -0.2% | 1.6
Cc1cc(OCC(=O)Nc2sc3c(c2C(N)=O)CCCC3)ccc1C(C)C
    -6.7% | -16.9% | 9.0% | -7.2 | . | . | . | .
CCCCn1c(N)c(N(CCOC)C(=O)c2ccc(NC3CC3)c([N+](=O)[O-])c2)c(=O)[nH]c1=O
    -4.2% | -8.9% | -0.7% | -4.1 | -1.4% | -18.0% | -0.3% | -6.8
NNc1ccccc1C(F)(F)F
    12.2% | 8.7% | 4.0% | 5.1 | -7.2% | -1.9% | 4.1% | 3.6
CCOC(=O)c1ccc(NC(=O)c2nc[nH]c2C(=O)N[C@@H](Cc2ccccc2)C(=O)OC(C)(C)C)cc1
    ? | -1.1% | -10.4% | -22.7 | -1.7% | 3.5% | 0.0% | -6.8
CCOc1ccc(CN2CCN(Cc3cc4ccccc4[nH]3)CC2CCO)cc1 (stereo unspecified)
    0.6% | 2.2% | -0.3% | 0.9 | -2.0% | -0.6% | 4.5% | 1.2
O=C(C[n+]1ccc(C(=O)c2ccccc2)cc1)Nc1cccc([N+](=O)[O-])c1
    10.0% | -11.4% | 0.0% | -13.1 | -1.1% | 5.6% | -1.3% | -94.7*
O=C(Nc1cccnc1)c1ccc(Cl)c(S(=O)(=O)N2CCCCC2)c1
    15.9% | 10.8% | -9.8% | 4.3 | 2.1% | -4.3% | 3.9% | 1.2
CCC(=O)N1CCC1(C)C(=O)Nc1cccc(OC)c1OC (stereo unspecified)
    -30.3% | -9.2% | 16.2% | -2.2 | 16.3% | -1.4% | -0.5% | 6.8
O=C(NNC1=NCCCCC1)c1ccccc1
    4.6% | 24.5% | ? | -0.1 | -1.5% | 7.8% | 0.0% | 19.3
CN(C)C=NC(=O)c1cccn1-c1ncc(C(F)(F)F)cc1Cl
    -7.5% | 9.5% | -6.2%[9.22 µM] | -0.1 | -0.1% | 1.9% | -1.0% | 3.9
CN(C(=O)COC(=O)CNC(=O)c1ccc(C(C)(C)C)cc1)c1c(N)n(Cc2ccccc2)c(=O)[nH]c1=O
    13.8% | 17.5% | 9.6% | -2.6 | -4.2% | -9.9% | 0.6% | -5.4
O=C(/C=C/c1cccs1)NC(=S)Nc1ccc(C(=O)O)cc1
    22.2% | -13.4% | -5.6% | -15.1 | 3.0% | 0.0% | -1.8% | -0.8
N/C(Cc1cccs1)=N\OC(=O)COc1ccccc1
    -11.5% | 19.7% | ? | -3.2 | 16.3% | -5.7% | -6.6% | -8.7
CC(Sc1nnc(Cc2cccs2)n1C1CCCCC1)C(N)=O (stereo unspecified)
    -21.1% | 2.7%[9.22 µM] | ? | -1.6 | -2.3% | -3.4% | 1.5% | -23.1
